RGS12 GoLoco inh: blocks human Gai1 binding to RGS12 GoLoco peptide, red readout; P63096; Gai1:RGS12 GoLoco peptide FP, rhodamine, 10 min; Potency, µM (titrated, usually from 61.6 µM), without a hit: at the top dose activity, negative = inhibition, most hits filed as inhibitors; actives 0.44% (n = 230,000); AID 880; active means well fitted inhibition curve with a large enough effect, not every such curve was filed as active; inactive means no such curve, though single readings can be large or run the other way; further: on the % scale 0 is the no-effect control and ±100 the full control effect; nearly all actives have a fitted effect of over 30% in size; many of its hits are not listed in these tables
Target sequence (P63096 whole entry, looked up): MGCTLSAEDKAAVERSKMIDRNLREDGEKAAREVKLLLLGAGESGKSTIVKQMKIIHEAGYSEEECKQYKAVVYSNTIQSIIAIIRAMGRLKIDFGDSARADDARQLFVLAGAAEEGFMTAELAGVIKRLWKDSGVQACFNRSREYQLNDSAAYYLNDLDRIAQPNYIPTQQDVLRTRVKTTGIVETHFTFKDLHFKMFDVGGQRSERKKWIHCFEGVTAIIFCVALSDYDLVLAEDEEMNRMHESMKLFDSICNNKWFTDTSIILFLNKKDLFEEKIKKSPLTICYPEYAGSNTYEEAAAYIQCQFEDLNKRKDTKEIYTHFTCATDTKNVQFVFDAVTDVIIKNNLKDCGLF
TR SRC2 fluor cs: Texas Red fluorescence interference in TRb-SRC2 counter-screen; actives 0.29% (n = 280,000); TRb/SRC2 Texas Red total fluorescence interference; Potency, µM (top dose mostly 106 µM), for inactives: top-dose fluorescence change, negative = quenching; active means well fitted curve in either direction with a large enough effect; inconclusive means small, poorly fitted or top-dose-only effect; further: on the % scale 0 is the no-effect control and ±100 the full control effect
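Flags fluorescent or light-absorbing compounds by total fluorescence, S + 2P, at 555 nm excitation and 632 nm emission. Mixture: 20 nM Texas Red SRC2 peptide, 0.6 uM human TRb LBD, 1 uM T3, 5% DMSO; compound exposure 5 h at ambient temperature.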
ALDH1A1 inh: ALDH1A1 (human) enzyme inhibition | P00352 | Purified ALDH1A1, NADH fluorescence, propionaldehyde substrate | Potency, µM (doses to about 75.3 µM), for inactives: top-dose activity, negative = inhibition, usual class: inhibitors | actives 7.3% (n = 220,000); active means well fitted inhibition curve with a large enough effect, not every such curve was filed as active; inconclusive means small, poorly fitted or top-dose-only effect, or another doubt; inactive means no such curve, though single readings can be large or run the other way;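 further: plate controls were no enzyme wells and a reference inhibitor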
SMN2 splice enh: SMN2 splice variant enhancement; AID 1458; HEK293 SMN2-luciferase splicing reporter, luminescence, 30-36 h; actives 2.8% (n = 210,000); Potency, µM (top dose mostly 46.1 µM), for the others: at the top dose activity change, positive = activation, actives largely listed as activators; further: % of control where 0% means no effect; nearly all actives have a fitted effect of over 55% in size
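qHTS luciferase splicing reporter: luminescence rises when SMN2 exon 7 is included in transfected HEK293 cells. Compound exposure lasted 30-36 h at 37C, with 4.5 mM final sodium butyrate as control, followed by a ONE-Glo read.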
TRb SRC2 PPI: TRbeta-SRC2 interaction inhibition | P10828 | TRbeta-SRC2 peptide binding, fluorescence polarization; receptor liganded with 1 µM T3 | Potency, µM (series often up to 106 µM), inactives show at the highest dose activity change, negative = inhibition, usual class: inhibitors | actives 0.065% (n = 280,000) | AID 1469;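 further: plate controls were bound peptide for no effect and peptide without receptor for full effect; nearly all actives have a fitted effect of over 50% in size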
Target sequence (P10828 whole entry, looked up): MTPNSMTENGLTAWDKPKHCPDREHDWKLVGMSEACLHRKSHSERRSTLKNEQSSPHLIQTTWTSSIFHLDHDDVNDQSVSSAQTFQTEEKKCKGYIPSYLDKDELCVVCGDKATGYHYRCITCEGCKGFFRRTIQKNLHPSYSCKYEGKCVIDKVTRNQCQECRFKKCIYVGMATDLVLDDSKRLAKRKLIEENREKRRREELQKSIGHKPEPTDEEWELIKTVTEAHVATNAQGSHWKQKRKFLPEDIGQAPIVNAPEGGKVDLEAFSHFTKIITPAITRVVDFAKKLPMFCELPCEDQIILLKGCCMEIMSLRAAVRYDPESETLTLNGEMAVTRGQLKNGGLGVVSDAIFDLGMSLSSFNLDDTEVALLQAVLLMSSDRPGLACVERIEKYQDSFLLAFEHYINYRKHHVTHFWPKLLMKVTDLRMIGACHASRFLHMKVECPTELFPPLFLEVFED
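Human TRb ligand-binding domain (0.6 uM) is mixed with 20 nM Texas Red SRC2 peptide and 1 uM T3; after compound addition and 5 hr at ambient temperature, polarization is measured and normalized to unbound and bound controls.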
Lamin A splicing: LMNA splicing modulation | HeLa LMNA splicing GFP/RFP minigene ratio, 48 h | Potency, µM (titrated, usually from 46.1 µM), inactives show top-dose ratio change, negative = inhibition, actives largely listed as inhibitors | actives 0.01% (n = 200,000); active means well fitted inhibition curve with a large enough effect in the signal ratio, with a control signal flat, not every such curve was filed as active; inconclusive means small, poorly fitted or top-dose-only effect, or effect the other way, or a change in a side signal; the % refers to the signal ratio; further: on the % scale 0 is the no-effect control and ±100 the full control effect
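S3 HeLa cells stably expressing lamin A-EGFP splicing minigene plus DsRed2, 600 cells/well, 48 h compound exposure at 37C. Laser-scanning cytometry; analysed as GFP (500-530 nm)/RFP (575-640 nm) total intensity ratio; 0.5% DMSO vehicle.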
RECQ1 helicase: inhibitors of human RECQ1 DNA helicase | RECQ1 DNA unwinding, red fluorescence kinetic read | P46063 | Potency, µM (top dose mostly 57.3 µM), inactives show at the top dose activity, negative = inhibition, usual class: inhibitors | AID 2549 | actives 0.54% (n = 240,000);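 further: plate controls were vehicle for no effect and no enzyme for full effect; nearly all actives have a fitted effect of over 30% in size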
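RECQ1T1 50 nM; forked duplex (20 bp + 30-nt ss tails) 200 nM, ATP 2 mM final; pH 8.0, 2 mM MgCl2, 2.5 ug/ml poly(dI-dC); 15 min compound preincubation; discontinuous kinetic read over 2 h at RT.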
JMJD2E inh: JMJD2E (human) inhibition; B2RXH2; actives 1.6% (n = 230,000); AID 2147; Potency, µM (doses to about 57.1 µM), without a hit: top-dose activity change, negative = inhibition, actives largely listed as inhibitors; JMJD2E catalytic domain, FDH-coupled NADH fluorescence (FDH is formaldehyde dehydrogenase); active means well fitted inhibition curve with a large enough effect, not every such curve was filed as active; inconclusive means small, poorly fitted or top-dose-only effect, or another doubt; inactive means no such curve, though single readings can be large or run the other way;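 further: 0% = wells with enzyme and -100% = buffer wells without enzyme; nearly all actives have a fitted effect of over 50% in size; many of its hits are not listed in these tables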
* hit, by the source's call; i = inactive; u = inconclusive; x = no result given; & = joins results of further samples; [ ] = dose if it differs, or a comment. Unless noted, the call rests on the fitted dose curve; in most records, active means well fitted curve in the direction sought with a large enough effect; inconclusive means small, poorly fitted or top-dose-only effect, or another doubt; inactive means no such curve, though single readings can be large; an effect the other way counts as inactive or inconclusive. Potency means the concentration at half of the fitted maximal effect.

molecule	RGS12 GoLoco inh	TR SRC2 fluor cs	ALDH1A1 inh	SMN2 splice enh	TRb SRC2 PPI	Lamin A splicing	RECQ1 helicase	JMJD2E inh
CCOC(=O)Nc1ccc2ncn(C)c(=O)c2c1	-5%	-3%	u	-5%	5%	-9%	-1%	-5%
Cc1cc(C)cc(NS(=O)(=O)c2ccc(NC(=S)Nc3ccccc3)cc2)c1	1%	-1%[53 µM]	1%	6%	1%[53 µM]	u	-1%	7%
CC12CCC(C(=O)N(CSC(=S)N/N=C\c3ccccc3Cl)C1=O)C2(C)C (stereo not given)	6%	-1%	u	-7%	2%	-5%	2%	-5%
C=CCn1c2ccccc2c2nnc(SCc3ccc4nonc4c3)nc21	4%	-2%	u	-33%[inhibitor]	-5%	-1%	-3%	8%
COc1cccc(CNC(=O)N[C@@H](C)C(=O)O)c1	8%	-1%	x	x	1%	x	-3%	7%
COc1ccc(C(=O)/C=C/c2cccs2)c(OC(=O)c2cccc([N+](=O)[O-])c2)c1	7%	-2%	-13%	u	-7%	u	-16%	10%
O=C(c1cc2ccccc2oc1=O)N(Cc1cccs1)Cc1cccs1	4%	-1%	11µM*	-14%	-6%	-16%	-4%	-1%
COc1cc(OC)c(C(=O)CCCN2CCCC2)c(OC)c1	-7%	0%[201 µM]	-8%	-14%	-1%[201 µM]	u	-2%	-1%
Nc1ccc2c(c1)C(=O)c1ccccc1C2=O	31%[activator]	-5%[201 µM]	u	16µM*	-5%[201 µM]	x	-2%	x
O=C(c1ccc(Cl)cc1)C1CCN(C(=O)N2CCOCC2)CC1	-2%	3%	3%	5%	1%	-3%	-2%	-2%
COc1ccc(/C=C2\SC(=NCc3ccccc3)N(Cc3ccccc3)C2=O)cc1OC	2%	-1%	u	-12%	-4%	-4%	-2%	-25%
CN(C)C(=N)c1n[nH]nc1SCc1ccccc1	-2%	5%	4%	-3%	-2%	x	26%	1%
O=C(c1ccc2c(c1)OCO2)C1CCCN(C2CCN(CCc3ccccc3)CC2)C1 (stereo not given)	2%	-4%	-6%	x	-4%	x	-3%	u
C=C(C)CN=C1SC(C(=O)Nc2sc3c(c2C(=O)OC)CCC3)C(N)=C1C(N)=O (stereo not given)	18%	0%	25µM*	-4%	5%	u	-25%	u
C=CCNC(=O)C1CC(=O)N(c2ccc(OCC(=O)Nc3ccc(OC)cc3)cc2)C1 (stereo not given)	6%	0%	u	2%	-17%	-10%	-9%	4%
CCCCCOc1ccccc1C(=O)NCCC(=O)O	-20%	x	3%	12%	x	0%	-8%	-3%
c1csc(-c2cnc3n2CCCC3)c1	-5%	4%	4%	6%	-2%	1%	-4%	8%
CC1CC(N(C(=O)c2ccccc2Cl)c2ccccc2)c2ccccc2N1 (stereo not given)	3%	3%	12%	-27%	5%	u	0%	7%
O=C(O)C1=C(C(=O)Nc2ccc(F)c(Cl)c2)CCCC1	-3%	-6%	-3%	13%	4%	-5%	-6%	-7%
CC(C)C1(C(C)C)OC(=O)c2ccccc21	-2%	-3%	1%	-3%	3%	2%	-1%	20%
c1ccc2c(c1)nc1n2CCS1	0%	-4%	4%	18%	-10%	0%	-1%	2%
O=C(CCCSc1nc2ccccc2[nH]1)NC(c1ccccc1)c1ccccc1	-15%	-26%	0%	-15%	2%	u	-3%	-1%
COc1ccc(OC)c(NS(=O)(=O)c2ccc(NC(=O)C3COc4ccccc4O3)cc2)c1 (stereo not given)	8%	-3%	-11%	-39%[inhibitor]	8%	u	-9%	0%
O=S(=O)(NC1CCCc2ccccc21)c1cnc[nH]1 (stereo not given)	80%[activator]	1%	22%	u	11%	24%	-1%	2%
CC(=O)Nc1ccc(NC(=O)CSc2nnc(C)c(=O)[nH]2)cc1	-2%	2%	u	-2%	-7%	-6%[46 µM]	i	0%
Cc1cc(=O)oc2ccc(OC(=O)c3cccc(S(=O)(=O)N4CCOCC4)c3)cc12	4%	-2%	3%	18%	-1%	10%	10%	-3%
O=S(=O)(c1ccc2c(c1)OCCO2)N1CCC(n2cnc3cc(F)ccc32)CC1	x	-1%	u	x	6%	u	1%	u
COc1ccc(C2=CC(c3ccc(Cl)cc3)n3cnnc3N2)cc1OC (stereo not given)	7%	-1%	u	-5%	-20%	7%	i	u
O=C(CNC(=O)Cc1ccccc1)N=Nc1c(O)n(Cc2ccc3c(c2)OCO3)c2ccccc12	x	-8%	4µM*	x	4%	3%	-10%	-3%
O=C1CCN(Cc2ccccc2)S(=O)(=O)c2ccccc21	-5%	0%&2%	x	x	3%&10%	x	-11%	-4%

Whole records as entered above. Screens in order: RGS12 GoLoco inh, TR SRC2 fluor cs, ALDH1A1 inh, SMN2 splice enh, TRb SRC2 PPI, Lamin A splicing, RECQ1 helicase, JMJD2E inh
O=C(c1ccc2c(c1)OCO2)C1CCCN(C2CCN(CCc3ccccc3)CC2)C1 (stereo not given) reads 2%, -4%, -6%, x, -4%, x, -3%, u
CC(C)C1(C(C)C)OC(=O)c2ccccc21 reads -2%, -3%, 1%, -3%, 3%, 2%, -1%, 20%

The list continues:
molecule	RGS12 GoLoco inh	TR SRC2 fluor cs	ALDH1A1 inh	SMN2 splice enh	TRb SRC2 PPI	Lamin A splicing	RECQ1 helicase	JMJD2E inh
COCCNC(=O)CC(NS(=O)(=O)c1ccc(C)cc1)c1ccco1 (stereo not given)	-14%	-1%	u	16%	2%	2%	-7%	5%
CCN1C(=O)N[C@@H](CCc2ccccc2)C(C(=O)OC)=C1C	2%[14.2 µM]	1%[11.2 µM]	6%[13.5 µM]	0%[9.22 µM]	6%[11.2 µM]	-9%[9.22 µM]	i[11.5 µM]	5%[11.4 µM]
CCC(C)(C)NC(=O)C(c1cccnc1)N(CCOC)C(=O)Cn1nnc2ccccc21 (stereo not given)	7%	0%	3%	-20%	0%	6%	-2%	0%
O=C1c2c(O)cc(O)cc2O[C@H](c2ccc(O)c(O)c2)[C@@H]1O	-7%	-6%	x	x	1%	x	18µM*	14µM*
CC(C)(C)C(=O)C[n+]1cccc(C(N)=O)c1	5%	-1%	6%	14%	-7%	0%[46 µM]	i	9%
OCn1c2ccccc2c2ccccc21	12%	-1%	x	x	-4%	x	3%	-27%
O=S(=O)(NC1CC1)c1ccc(S(=O)(=O)N2CCc3ccccc32)cc1	-8%	3%	u	-53%[inhibitor]	1%	u	i	-3%
COc1ccc(NC(=O)CN(C)S(=O)(=O)c2ccccc2)cc1OC	-5%	2%	17%	1%	-6%	-6%	3%	3%
Cc1ccccc1Cn1cnc2c(nnn2Cc2ccc(F)cc2)c1=O	-9%	1%	1%	-11%	4%	9%	-11%	-3%
CCOn1c(=O)c(-c2cccc([N+](=O)[O-])c2)[n+]([O-])c2ccccc21	10%	-1%	u	12%	6%	-10%	0%	0%
O=C(CSc1nc(Cc2ccccc2)nc2ccccc12)c1ccc2c(c1)OCCO2	2%	-2%	u	-24%	3%	u	-17%	u
Clc1ccc(CSc2ncnc3nc[nH]c23)cc1	16%	-1%	7%	-9%	-7%	-13%	-4%	-3%
Cc1ccc(S(=O)(=O)N2CCCCC2)cc1NC(=O)COC(=O)CNC(=O)c1cc(Cl)cc([N+](=O)[O-])c1	9%	0%	-1%	u	2%	-4%	-2%	0%
Cc1ccc(-c2onc3ccc(C4OCCO4)cc23)cc1	-3%	0%	5%	-1%	-3%	x	i	0%
Cc1ccc(OC(=O)CCc2c(C)nc3ncnn3c2C)cc1	1%	-2%	u	-1%	-8%	-3%	-4%	0%
Cc1ccc(NS(=O)(=O)c2ccc(CCC(=O)NCc3cccnc3)cc2)cc1	7%	-3%	8.9µM*	-4%	-3%	10%[46 µM]	i	-5%
O=C(CSc1ccc(-c2ccccc2)nn1)Nc1ccc2c(c1)OCCO2	-5%	-4%	-12%	16µM*	-6%	u	7%	10%
CCCNc1nc(C)c(C(C)=O)cc1C#N	2%	-1%	5%	-46%[inhibitor]	4%	-6%	-13%	-6%
CC1(C)CC(=O)C2=C(C1)N=C1SCCC(=O)N1C2c1cccc([N+](=O)[O-])c1 (stereo not given)	1%	3%	10µM*	6%	6%	u	0%	-2%
N#Cc1cc2c(nc1Cl)CCC2	-6%	0%	9%	x	3%	x	-5%	3%
COc1ccc(/C=N\NC(=O)c2sc(N)nc2C)cc1OC	11%	-5%	3%	29%	-2%	1%	-13%	u
CCOC(=O)C(Cc1ccccc1)C(=O)Nc1ccc(N(CC)CC)cc1 (stereo not given)	-19%	1%	-5%	0%	-17%	-5%	-5%	-12%
CC1CCc2nc(N)c(C#N)c(-c3cccn3C)c2C1 (stereo not given)	15%	4%	u	-10%	-3%	u	-10%	u
FC(F)(F)c1nnc2ccc(Sc3ccccn3)nn12	12%	-3%	2%	6%	1%	8%[46 µM]	i	1%
CCOc1ccc(-c2csc(/C(C#N)=C\c3ccc(O)c([N+](=O)[O-])c3)n2)cc1	16%	0%	-16%	-93%[inhibitor]	12%	u	-10%	3%
CC(OC(=O)CCc1nc(=O)c2ccccc2n1C)C(=O)NCc1ccc2c(c1)OCO2 (stereo not given)	10%	-5%	6%	5%	-2%	x	i	5%
CCOC(=O)C1=C(C)NC(=S)NC1c1ccsc1 (stereo not given)	13%	-6%	7.1µM*	2%	-1%	-11%[46 µM]	i	-13%
CC(C)(C)c1cc(C(c2cccnc2)N2CCN(CCO)CC2)cc(C(C)(C)C)c1O (stereo not given)	-2%	4%	u	-17%	-5%	u	-4%	-2%
CCCOC(=O)Nc1sc2c(c1C(=O)OCC)CCC2	-10%	7%	0%	-6%	-4%	8%	-9%	-3%
O=C1C2ON(c3ccccc3)C(c3cccnc3)C2C(=O)N1c1ccccc1 (stereo not given)	4%	1%	-6%	-12%	-4%	19%	-8%	0%
NNC(=O)c1ccc(CSc2cccc3cccnc23)cc1	-4%	-2%	u	-3%	10%	-18%[46 µM]	i	u

Not all compounds are listed. The share of hits here may be higher or lower than overall.
